# Assay outcomes deposited in PubChem BioAssay by several laboratories.
# NOD2 RIPK2 PPI: blocks binding of human NOD2 to RIPK2; O43353; CHO BLA complementation NOD2-RIPK2, CCF4 ratio; inhibition, % at 4.98 µM; 0.38% of 360,000 active; in the data active means inhibition above about 21%;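 further: 0% = vehicle only and 100% = reference blocker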
# LRH-1 inv ag: suppresses constitutive activity of human LRH-1; O00482; HEK293T StAR-luciferase reporter, LRH-1 transfected, 24 h; inhibition, % at 3.6 µM; 0.13% of 360,000 active;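 active means inhibition above the mean inhibition of all tested compounds plus 3 SD, cut at about 73% in these data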;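 further: 0% = DMSO wells and 100% = reporter-only cells lacking LRH-1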
# Target sequence (O00482 whole entry, looked up): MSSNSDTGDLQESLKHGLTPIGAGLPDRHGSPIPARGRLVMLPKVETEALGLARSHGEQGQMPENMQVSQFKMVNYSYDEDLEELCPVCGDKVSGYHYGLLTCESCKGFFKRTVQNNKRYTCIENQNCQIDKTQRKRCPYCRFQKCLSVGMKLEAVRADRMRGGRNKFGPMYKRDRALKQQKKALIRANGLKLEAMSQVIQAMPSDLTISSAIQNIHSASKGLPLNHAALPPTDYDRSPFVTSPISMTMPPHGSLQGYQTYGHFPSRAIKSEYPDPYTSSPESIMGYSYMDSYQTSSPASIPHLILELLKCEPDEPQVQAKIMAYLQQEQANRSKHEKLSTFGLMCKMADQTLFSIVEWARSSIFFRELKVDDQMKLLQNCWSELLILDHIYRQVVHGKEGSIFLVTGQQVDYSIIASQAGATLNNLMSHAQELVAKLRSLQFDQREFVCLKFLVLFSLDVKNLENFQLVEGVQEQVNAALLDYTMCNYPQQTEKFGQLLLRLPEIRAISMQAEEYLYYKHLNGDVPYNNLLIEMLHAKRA
# NCOA2 inhibitor: human SRC2 (NCOA2) inhibition; 0.17% of 370,000 active; inhibition, % at 9 µM; Q15596; HEK293 GAL4-SRC2 luciferase reporter, luminescence;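 active means inhibition above the mean inhibition of all tested compounds plus 3 SD, set per campaign, cut at about 52% in these data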;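 further: 0% = DMSO treated cells and 100% = cells given Gossypol at 36 µM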
# TLR9-MyD88 inh: inhibitors of human TLR9-MyD88 binding; AID 504734; 0.21% of 340,000 active; Q9NR96+Q99836; CHO BLA complementation TLR9-MyD88, CCF4 FRET ratio; inhibition, % at 4.98 µM;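 active means inhibition above the mean over all tested compounds plus 3 SD, cut at about 21% in these data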;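 further: 0% = DMSO only wells and 100% = clavulanate BLA inhibitor control wells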
# Vif imaging: blocks HIV Vif function. HEK293T cells, Vif self-association by quenched fluorescence, imaging, 24 h. inhibition, % at 7.49 µM. 0.35% of 340,000 active. AID 602346; in the data active means inhibition above about 50%, passing the limit was not always enough; inconclusive means no clear call, values can overlap the other calls; inactive means below about 31%; further: some results filed as inactive read as strong as hits
# SRC3 inh: inhibitors of human steroid receptor coactivator 3 (SRC3); HEK293 GAL4-SRC3 luciferase reporter, luminescence; inhibition, % at 3.6 µM; 0.17% of 360,000 active; AID 588352;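 active means inhibition above a per-campaign cutoff, the mean of all compounds plus 3 SD, cut at about 60% in these data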;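 further: 0% = DMSO-treated cells and 100% = gossypol-treated cells at 36 µM; higher means less SRC3-driven luciferase light from the GAL4 reporter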
# LMP1 NFkB inh: reduces LMP1-driven NF-kappaB luciferase signal | LMP1-induced NF-kappaB luciferase reporter cells, luminescence | 0.69% of 350,000 active | inhibition, % at 12.5 µM; in the data active means inhibition above about 41%; inconclusive means no clear call, values can overlap the other calls;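 further: 0% = neutral control wells and 100% = reference inhibitor control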
# TROY signal inh: inhibitors of TROY-dependent NF-kB signaling. Q293 LMP1-TROYcd NF-kB luciferase reporter, 4 h. inhibition, % at 10 µM. 0.98% of 360,000 active;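 active means compounds whose plate-normalised and pattern-corrected inhibition of the luciferase reporter signal at the single screening dose is 50% or more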
# COUP-TFII inh: blocks human COUP-TFII nuclear receptor. HEK293T NGFI-A luciferase reporter, luminescence. inhibition, % at 8.6 µM. 0.7% of 370,000 active;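 active means inhibition above a per-plate cutoff, mean inhibition of test wells between control levels plus 3 SD, cut at about 38% in these data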;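 further: cells cotransfected with COUP-TFII expression vector driving the NGFI-A reporter; 0% = median of COUP-TF2 test wells and 100% = reporter-only cells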
# Target sequence (P24468 whole entry, looked up): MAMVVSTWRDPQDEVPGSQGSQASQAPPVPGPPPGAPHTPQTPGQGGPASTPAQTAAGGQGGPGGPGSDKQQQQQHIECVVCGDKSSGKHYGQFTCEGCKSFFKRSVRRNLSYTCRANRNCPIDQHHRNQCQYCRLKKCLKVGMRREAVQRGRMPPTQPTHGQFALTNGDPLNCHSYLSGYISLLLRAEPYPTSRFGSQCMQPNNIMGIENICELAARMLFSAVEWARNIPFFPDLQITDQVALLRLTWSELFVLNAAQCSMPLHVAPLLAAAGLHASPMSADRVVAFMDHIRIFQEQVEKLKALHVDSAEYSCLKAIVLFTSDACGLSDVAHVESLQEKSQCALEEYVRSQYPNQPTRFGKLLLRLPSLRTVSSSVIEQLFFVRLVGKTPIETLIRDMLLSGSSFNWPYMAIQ
# C8 TRAIL sens: caspase-8 TRAIL sensitization | NB7+C8 cells + TRAIL, ATPlite viability luminescence | inhibition (viability loss, TRAIL sensitization), % at 10 µM | 1% of 360,000 active;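 active means compounds causing at least 50% loss of cell viability in the single-dose screen, relative to plate controls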
# NCOA1 inh: inhibitors of human steroid receptor coactivator 1 (SRC1). Q15788. HEK293 GAL4-SRC1 luciferase reporter, luminescence. inhibition, % at 3.6 µM. 0.12% of 360,000 active;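 active means inhibition above the campaign mean plus 3 SD, with each screening campaign given its own cutoff, cut at about 60% in these data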;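 further: 0% = DMSO treated cells and 100% = gossypol at 36 µM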
# * marks the source's active call; other numbers are inactive results; ? = inconclusive; nt = not tested or not shown. Not all compounds are listed; rates above refer to the full screens.
# The line under a structure holds: NOD2 RIPK2 PPI, LRH-1 inv ag, NCOA2 inhibitor, TLR9-MyD88 inh, Vif imaging, SRC3 inh, LMP1 NFkB inh, TROY signal inh, COUP-TFII inh, C8 TRAIL sens, NCOA1 inh
O=C(Cc1ccccc1)NCCSCc1ccc(Cl)cc1
  7, 7, -9, -7, -5, 15, -4, 13, -4, -14, -2
CC(C)[C@H](NC(=O)c1ccc(Br)cc1)C(=O)NC1CCCCC1
  3, -18, -34, -2, -10, -48, -12, -36, -13, -15, -24
CC1=NN(c2ccccc2)C(=O)/C1=C/c1cccs1
  -14, 8, 22, -1, 16, 9, -14, 4, 5, -14, 3
O=C(O)C1CC=CCC1C(=O)Nc1ccccc1C(=O)N1CCN(c2ccc(F)cc2)CC1 (centres undefined)
  2, -1, -23, -4, -1, 6, 20, -12, -17, -5, -7
CCCc1nc2ccccc2c(=O)n1CC(=O)c1ccc(F)cc1
  7, -2, 8, -10, 11, 7, -12, -23, -3, 7, -2
O=C(NCCN1CCCCCC1)c1ccc(N2CCCC2=O)cc1
  -7, 4, -13, -3, 8, 2, -7, 1, -5, 16, -17
CC1(C)CC(=O)c2c(O)cc(O)cc2O1
  -4, -1, 6, 0, 11, 11, 1, 10, -3, -9, 6
CN1CCS/C1=C/C=C1/SC(=S)N(Cc2ccccc2)C1=O
  -6, -40, -65, 6, 52*, -15, -11, -90, -10, -5, -17
COc1cccc(-c2nnc(SCC(=O)NCc3ccc4c(c3)OCO4)n2Cc2ccco2)c1
  -20, 4, -6, 5, nt, 10, -1, 2, -1, -13, 9
Cc1c(C(=O)O)oc2ccc(S(=O)(=O)NCc3ccccc3)cc12
  -4, 16, -7, 1, nt, -12, -3, 8, -1, 6, 7
CCOc1ccc(/C=N/NC(=S)NC2CC3CC2C2C=CCC32)cc1 (centres undefined)
  -4, 9, 27, nt, -4, 8, -1, 8, 0, -3, -5
CC(C)Cc1ccc(C2=CSC3=NCCN23)cc1
  12, -20, -33, -2, 0, -3, -12, -18, 25, 17, 3
Cc1ccc(S(=O)(=O)N2CCCC(C(=O)NNCC(=O)Nc3cc(F)ccc3F)C2)cc1 (centres undefined)
  11, -1, -14, 5, -1, 16, 8, -2, -5, -8, 0
CCc1nn2cc(C(=O)c3cc(C)ccc3O)cnc2c1-c1ccc(F)cc1
  -7, 5, -1, -8, 1, 2, 6, -2, 0, -5, -24
CC(C)(C)NC(=O)Cn1c(SCC(=O)Nc2nccs2)nc2ccccc21
  -1, 0, -10, 2, -3, -6, -3, 9, -4, -2, 7
COc1ccc(CCC(=O)N2c3ccccc3N=C(c3ccc4c(c3)OCO4)C2C(=O)Nc2ccc(OC)cc2)cc1 (centres undefined)
  -6, -2, -36, nt, nt, nt, nt, nt, -9, -2, nt
COc1ccc(NC(=O)c2cc(S(=O)(=O)N3CCCCC3)c[nH]2)c(OC)c1
  -7, -6, -8, 1, 9, -5, -6, 7, -7, -5, -13
Cc1c(/C=C/C(=O)c2ccc(Cl)s2)cnn1C
  -6, -18, -41, -6, 4, -24, -27, -72, -7, -5, -34
Cc1ccc(NC(=O)c2cccs2)cc1NC(=O)c1cccnc1
  -1, -15, 4, 4, -5, 8, 9, -8, -6, 5, 15
Cc1nn(C(C)(C)C)c(NC(=O)c2ccc(Cl)cc2)c1Br
  -7, -8, -20, nt, -3, 20, 2, -12, 13, -9, 12
Cc1ccc(-n2c(C)cc(C(=O)COC(=O)c3ccc[nH]c3=O)c2C)cc1C
  -5, -75, 9, 15, -1, -59, -2, -16, 21, 37, -50
CN1C(=S)SC(N(O)C(=O)Nc2ccc(Cl)c(Cl)c2)C1(C)C (centres undefined)
  -8, 20, 9, 5, -2, 23, 2, -12, -18, 14, 1
CCOC(=O)c1c(NC(=O)c2ccccc2)sc2c1CCc1ccccc1-2
  -8, -5, -2, 0, 16, 9, -10, -6, -4, 1, 4
CCCC1Nc2ccc(C(=O)O)cc2C2C=CCC12 (centres undefined)
  -1, -4, nt, -5, 5, 3, -4, -24, nt, -7, -8
COc1ccccc1NC(=O)COc1ccccc1
  -6, -9, -4, 13, -3, -12, -6, -24, -16, -26, -31
Cc1ccc(S(=O)(=O)n2cnc3ccccc32)c(C)c1
  3, -1, 4, -1, 7, -14, -5, 15, -7, -10, -44
COc1ccc(C2C(C#N)=C(N)Oc3c2c(C)nn3-c2ccccc2)cc1Cn1nc(C)c([N+](=O)[O-])c1C (centres undefined)
  10, 14, -16, -9, nt, 18, -4, -2, 11, 3, -14
Nn1c(COc2cccc(Cl)c2)nc2ccccc2c1=O
  -8, -26, -36, 1, 5, -30, -13, -48, -10, 7, -21
Cc1ccc(C)c(OCC(=O)NCC(C)(C)N2CCOCC2)c1
  -1, 1, 1, -12, -5, 2, 28, -3, -14, 4, -37
COc1ccc(-c2ccc(C(=O)Nc3ccc(OC)nc3)c3occc23)c(C)c1
  2, -21, 4, nt, -19, -7, nt, 17, 14, 25, -9
COc1ccc(S(=O)(=O)N2CCOCC2)cc1NC(=O)Cc1coc2cc(C)c(C)cc12
  -6, -2, 10, 1, nt, 7, 1, -16, -8, 0, -3
COCCn1nnnc1C(c1ccc(OC)cc1)N1CCN(C(=O)c2ccco2)CC1 (centres undefined)
  2, 14, 7, -4, -1, -15, 3, -6, 15, -4, -12
COC(=O)C1=CN(c2ccc(F)cc2)C(N)=C(C#N)C1c1ccc(-c2ccccc2)cc1 (centres undefined)
  -5, -22, 3, nt, nt, nt, nt, nt, -2, 3, nt
CCC(CC)C(=O)Nc1cc(=O)n(C)c(=O)n1C
  -14, 1, -4, 1, 18, -30, -5, 6, -18, 5, -2
C#CC(C)(C)NC(=O)CSc1nc2c(c(=O)n(C)c(=O)n2C)n1CCCC
  0, 0, 30, 0, -5, 20, -4, -1, -3, 0, -4
Cc1ccc(S(=O)(=O)Cn2nnnc2C(c2ccc(F)cc2)N2CCCCC2)cc1 (centres undefined)
  -4, 11, -5, 7, 24, 10, -2, -16, 2, -7, 6
O=C(COC(=O)c1c2c(nc3ccccc13)CCCC2)c1cccs1
  7, 0, -14, -9, 4, 5, -2, -2, 4, -17, -12
COc1ccc(CCNC(=O)c2cc(C(=O)c3cc(Cl)ccc3O)cn(CCc3ccc(OC)cc3)c2=O)cc1
  -1, -5, 1, -2, -15, 17, -4, 17, 5, -8, 0
COc1ccc(C(O)c2ncc(-c3ccccc3)[nH]2)cc1F (centres undefined)
  6, -2, 15, nt, nt, 8, nt, -7, -15, -8, -13
CN(C)S(=O)(=O)c1cccc(NC(=O)c2n[nH]c(=O)c3ccccc23)c1
  -7, 6, -1, 11, -4, -1, ?, 12, -12, -8, 12
COC(=O)CSc1nnc(-c2ccccn2)n1N
  5, -6, -14, 3, -5, 16, 6, 15, -5, 0, 2
CCOC(=O)c1csc(NC(=O)C2CCCCC2)n1
  0, -64, -24, 6, nt, -43, -27, -37, -24, -11, -40
CCCNC(=O)c1cc(-c2ccccc2)c(N2CCCCC2)s1
  -3, -6, -15, -1, -1, 8, 7, 1, 10, -1, 6
COc1ccc(Cl)c(NC(=O)Cn2nnc(-c3ccccc3N)n2)c1
  -6, -7, -9, 5, 19, -9, -5, -13, 14, -1, 1
C/C(=N\Nc1nnc2c3ccccc3n(C)c2n1)c1ccc(C)o1
  -6, -11, -3, -1, 18, 6, -1, -32, -11, 2, -10
N/C(=N\NS(=O)(=O)c1ccccc1C(F)(F)F)c1ccccn1
  -9, 1, 11, -10, -8, 4, 1, 13, 2, 7, -5
COc1ccccc1N1CCN(C(=O)CCN2C(=O)c3cccc4cccc(c34)C2=O)CC1
  -10, -20, -12, -3, 0, 6, -1, -11, -12, -6, -6
CC(C)c1cccc(C(C)C)c1OC(=O)NC(=O)c1c(F)cccc1F
  -1, 24, 18, -3, -4, 9, 0, -9, -8, -6, 3
CCn1cc(Br)c(C(=O)N2CCN(c3ccccc3)CC2)n1
  3, -14, -5, -2, -7, 24, -9, -12, 4, -4, -7
Cc1[nH]nc(SCC(=O)N2CCCCC2)c1[N+](=O)[O-]
  0, -35, -49, 2, 10, -32, -29, 45, -10, 5, -34
Cc1nc(C(=O)N(C)C)nn1-c1ccc([N+](=O)[O-])cc1
  0, 1, -36, -3, 2, 16, -7, -1, -4, -5, 10
CCOC(=O)c1cc2c(n(-c3ccc(Cl)cc3)c1=O)CCCC2=O
  0, -2, -3, 2, 8, -1, 6, 23, 2, -8, 8
Cc1nn(C(C)C(=O)N2CCOCC2)c(=O)c2nn(-c3ccccc3)c(C)c12 (centres undefined)
  -12, 16, -13, 3, -7, -6, -8, -5, 7, -8, -5
O=C(CSCc1ccco1)N1CCc2ccccc21
  -3, -107, nt, -14, 5, -99, -17, 1, nt, 6, -112
CC12CCC(=O)C=C1C(F)CC1C2C(O)CC2(C)C1CCC2(O)C(=O)CO (centres undefined)
  11, 7, -27, 7, 5, -51, 11, 26, -23, 0, -20
CCn1nnnc1SCC(=O)NCc1cccs1
  -1, 15, -20, 12, 0, 13, 1, -7, -4, -12, -30

# 6 records picked at random from those above:
# The line under a structure holds: NOD2 RIPK2 PPI, LRH-1 inv ag, NCOA2 inhibitor, TLR9-MyD88 inh, Vif imaging, SRC3 inh, LMP1 NFkB inh, TROY signal inh, COUP-TFII inh, C8 TRAIL sens, NCOA1 inh
CCCNC(=O)c1cc(-c2ccccc2)c(N2CCCCC2)s1
  -3, -6, -15, -1, -1, 8, 7, 1, 10, -1, 6
COC(=O)CSc1nnc(-c2ccccn2)n1N
  5, -6, -14, 3, -5, 16, 6, 15, -5, 0, 2
CC(C)c1cccc(C(C)C)c1OC(=O)NC(=O)c1c(F)cccc1F
  -1, 24, 18, -3, -4, 9, 0, -9, -8, -6, 3
Cc1nn(C(C)C(=O)N2CCOCC2)c(=O)c2nn(-c3ccccc3)c(C)c12 (centres undefined)
  -12, 16, -13, 3, -7, -6, -8, -5, 7, -8, -5
N/C(=N\NS(=O)(=O)c1ccccc1C(F)(F)F)c1ccccn1
  -9, 1, 11, -10, -8, 4, 1, 13, 2, 7, -5
COc1ccccc1N1CCN(C(=O)CCN2C(=O)c3cccc4cccc(c34)C2=O)CC1
  -10, -20, -12, -3, 0, 6, -1, -11, -12, -6, -6

# Full records, quoted from the list. Order of values: NOD2 RIPK2 PPI | LRH-1 inv ag | NCOA2 inhibitor | TLR9-MyD88 inh | Vif imaging | SRC3 inh | LMP1 NFkB inh | TROY signal inh | COUP-TFII inh | C8 TRAIL sens | NCOA1 inh
# `COc1ccccc1N1CCN(C(=O)CCN2C(=O)c3cccc4cccc(c34)C2=O)CC1` in the list: -10 | -20 | -12 | -3 | 0 | 6 | -1 | -11 | -12 | -6 | -6
# `CCOC(=O)c1csc(NC(=O)C2CCCCC2)n1` in the list: 0 | -64 | -24 | 6 | nt | -43 | -27 | -37 | -24 | -11 | -40
# `N/C(=N\NS(=O)(=O)c1ccccc1C(F)(F)F)c1ccccn1` in the list: -9 | 1 | 11 | -10 | -8 | 4 | 1 | 13 | 2 | 7 | -5
